Compound activity from PubChem BioAssay.
GLS inhibitor: qHTS for Inhibitors of Glutaminase (GLS). AID 624170, 2012. GLS enzymatic activity, qHTS titration. hit rate 0.21% among 410,000. Glutaminase kidney isoform, mitochondrial (Homo sapiens), O94925. Potency, µM (top dose mostly 45.5 µM), without a hit: top-dose activity change, negative = inhibition, most hits filed as inhibitors; also: potency is read from the fitted curve at half-maximal effect; % is scaled to controls: 0 for no effect and ±100 for the full control effect
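Coupled fluorescence readout: glutamate oxidase/HRP/Amplex Red detect glutamate formed by hKGA from L-glutamine (1 mM solution added). Buffer 45 mM KH2PO4 pH 8.2, 0.02% Tween-20; reads at t0 and 30 min RT.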
Pin1 inh: qHTS Assay to Find Inhibitors of Pin1; Peptidyl-prolyl cis-trans isomerase NIMA-interacting 1 (Homo sapiens), Q13526; Pin1 FP peptide displacement, HiFluor488, 10 min; Potency, µM (top dose mostly 115 µM), for the others: top-dose activity, negative = inhibition, most hits filed as inhibitors; hit rate 0.009% among 390,000; AID 504891, 2011; active = well fitted inhibition curve with a large enough effect in the polarisation, with a control signal flat, not every such curve was filed as active; inconclusive = small, poorly fitted or top-dose-only effect, or effect the other way, or a change in a side signal; inactive = no such curve, though single readings can be large or run the other way; the % refers to the polarisation; also: potency is read from the fitted curve at half-maximal effect; % is scaled to controls: 0 for no effect and ±100 for the full control effect
Target sequence (Q13526 whole entry, looked up): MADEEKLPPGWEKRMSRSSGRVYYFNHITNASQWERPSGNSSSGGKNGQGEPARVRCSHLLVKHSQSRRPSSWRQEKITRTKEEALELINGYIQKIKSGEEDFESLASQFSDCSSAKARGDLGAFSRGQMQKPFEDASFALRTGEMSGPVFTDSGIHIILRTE
USP1-UAF1 inh: Inhibitors of USP1/UAF1: Primary Screen | Ubiquitin carboxyl-terminal hydrolase 1 (Homo sapiens), O94782 | recombinant USP1/UAF1, Ub-Rhodamine cleavage fluorescence | Potency, µM (titrated, usually from 57.1 µM), without a hit: at the highest dose activity change, negative = inhibition, hits mostly inhibitors | hit rate 0.23% among 390,000 | AID 743255, 2014; also: potency is read from the fitted curve at half-maximal effect; % is scaled to controls: 0 for no effect and ±100 for the full control effect; nearly all actives have a fitted effect of over 60% in size; inactives centre near -12
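USP1/UAF1 complex at 1 nM was preincubated with compound for 15 min at room temperature, then Ub-Rho substrate (150nM final) was added. Fluorescence (480/540 nm) was read kinetically, 6 reads every 60 seconds.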
PGK inhibitor: qHTS Assay to Find Inhibitors of Phosphoglycerate Kinase | Phosphoglycerate kinase, glycosomal (Trypanosoma brucei brucei), P07378 | PGK/GAPDH coupled, Kinase-Glo luminescence, 60 min | Potency, µM (doses to about 57.5 µM), without a hit: top-dose activity change, negative = inhibition, hits mostly inhibitors | hit rate 0.043% among 380,000; also: potency is read from the fitted curve at half-maximal effect; % is scaled to controls: 0 for no effect and ±100 for the full control effect; nearly all actives have a fitted effect of over 60% in size
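Recombinant glycosomal PGK reaction used 1,3-bisphosphoglycerate generated in-well by GAPDH (100nM final) in 100mM TEA pH 7.6, 5mM MgCl2, 0.01% Tween-20. After 60 minutes at room temperature, ATP was read by Kinase-Glo Plus luminescence end-point.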
IDH1 R132H inh: qHTS for Inhibitors of mutant isocitrate dehydrogenase 1 (IDH1): qHTS; Isocitrate dehydrogenase [NADP] cytoplasmic (Homo sapiens), O75874; IDH1-R132H enzyme, NADPH consumption, diaphorase/resazurin fluorescence; Potency, µM (titrated, usually from 76.6 µM), without a hit: top-dose activity change, negative = inhibition, most hits filed as inhibitors; hit rate 0.093% among 390,000; also: potency is read from the fitted curve at half-maximal effect; % is scaled to controls: 0 for no effect and ±100 for the full control effect; nearly all actives have a fitted effect of over 65% in size
Target sequence (O75874 whole entry R132H, stated change not applied): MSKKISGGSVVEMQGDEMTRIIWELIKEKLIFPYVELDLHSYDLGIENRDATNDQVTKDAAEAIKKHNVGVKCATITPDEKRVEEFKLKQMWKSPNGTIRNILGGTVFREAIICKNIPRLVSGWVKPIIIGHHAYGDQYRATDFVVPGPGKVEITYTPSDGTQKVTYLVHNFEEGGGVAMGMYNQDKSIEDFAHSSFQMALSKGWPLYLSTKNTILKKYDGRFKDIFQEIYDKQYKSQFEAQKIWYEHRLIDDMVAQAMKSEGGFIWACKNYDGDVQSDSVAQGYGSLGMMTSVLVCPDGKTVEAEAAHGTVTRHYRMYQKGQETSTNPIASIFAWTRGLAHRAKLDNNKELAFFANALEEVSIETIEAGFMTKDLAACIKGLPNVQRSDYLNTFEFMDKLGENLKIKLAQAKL
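IDH1-R132H (0.5 ug/mL dispensed) in pH 7.5 Tris buffer was preincubated 30 min with compound, then given a substrate mix of 0.016 mM NADPH and 2 mM alpha-KG for 80 min at room temperature; remaining NADPH was read by diaphorase/resazurin fluorescence.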
TrxR1 substrate: qHTS Assay for Substrates of Mammalian Selenoprotein Thioredoxin Reductase 1 (TrxR1): qHTS. purified TrxR1 substrate turnover, NADPH consumption readout. Potency, µM (titrated, usually from 114 µM), for inactives: at the top dose activity change, negative = substrate turnover. hit rate 0.01% among 390,000. AID 588456, 2011. Thioredoxin reductase 1, cytoplasmic (Rattus norvegicus), O89049; also: potency is read from the fitted curve at half-maximal effect; % is scaled to controls: 0 for no effect and ±100 for the full control effect; nearly all actives have a fitted effect of over 50% in size
Target sequence (O89049 whole entry, looked up): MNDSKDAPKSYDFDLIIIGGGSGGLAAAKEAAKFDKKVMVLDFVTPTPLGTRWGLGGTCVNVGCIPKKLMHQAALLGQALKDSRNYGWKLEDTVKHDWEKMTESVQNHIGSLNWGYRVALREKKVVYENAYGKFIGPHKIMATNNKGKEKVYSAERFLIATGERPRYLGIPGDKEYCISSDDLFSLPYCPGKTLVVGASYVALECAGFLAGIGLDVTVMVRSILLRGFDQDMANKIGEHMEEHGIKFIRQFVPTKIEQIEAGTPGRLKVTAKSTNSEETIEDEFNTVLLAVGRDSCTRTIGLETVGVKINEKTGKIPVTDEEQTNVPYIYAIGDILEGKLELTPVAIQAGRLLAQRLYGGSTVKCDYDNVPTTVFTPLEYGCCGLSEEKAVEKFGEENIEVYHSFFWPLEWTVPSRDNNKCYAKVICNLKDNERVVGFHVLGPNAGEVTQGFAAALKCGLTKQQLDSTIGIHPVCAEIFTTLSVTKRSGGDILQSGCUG
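Rat TrxR1, dispensed at 90 nM, was prereduced with 400 uM NADPH (final) for 5 min at ~22 deg C, then incubated with compound 15 min before 400 uM selenite. A first-read NADPH fluorescence drop versus no-compound background flagged substrates.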
PI4K2A inh: qHTS for small molecular inhibitors of PI4K2A; Phosphatidylinositol 4-kinase type 2-alpha (Homo sapiens), Q9BTU6; purified PI4K2A, ADP-Glo luminescence, 1 h; stronger effect = lower value; activity change, negative = inhibition, % at 76.9 µM; hit rate 0.13% among 420,000; AID 1346378, 2018; in the data active = activity change below about -50%; inconclusive = mostly about -30% to -49%;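 also: -100% = wells without enzyme as full effect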
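ADP-Glo luminescence measured ADP generated by PI4K2A enzyme (4 ug/mL before mixing) with 1.2 mM PI substrate (pre-mix) and 300 microM ATP (pre-mix). Tris pH7.5 buffer with MgCl2, Triton X-100; 1 h reaction at ambient temperature.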
HP1b chromo inh: HTS for Inhibitors of HP1-beta Chromodomain Interactions with Methylated Histone Tails. Chromobox protein homolog 1 (Homo sapiens), P83916. AlphaScreen HP1-beta / biotin-H3K9me3 peptide binding. Potency, µM (top dose mostly 114 µM), without a hit: at the highest dose activity change, negative = inhibition, actives largely listed as inhibitors. hit rate 0.56% among 390,000; also: potency is read from the fitted curve at half-maximal effect; nearly all actives have a fitted effect of over 70% in size; inactives centre near 23
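HP1-beta protein (50 nM final) preincubated 30 min at room temperature with biotinylated H3(1-18)K9me3 peptide (50 nM) in PBS pH 7.4, 0.01% Tween-20, then compound added for 30 min. AlphaScreen streptavidin donor/nickel chelate acceptor beads (10 ug/mL final), 30 min dark, luminescence read.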
rTrxR1 inhibitor: qHTS Assay for Inhibitors of Mammalian Selenoprotein Thioredoxin Reductase 1 (TrxR1): qHTS. Thioredoxin reductase 1, cytoplasmic (Rattus norvegicus), O89049. recombinant rTrxR1, NADPH fluorescence consumption, selenite substrate. Potency, µM (series often up to 114 µM), inactives show at the highest dose activity change, negative = inhibition, actives largely listed as inhibitors. hit rate 1% among 390,000; also: potency is read from the fitted curve at half-maximal effect; % is scaled to controls: 0 for no effect and ±100 for the full control effect; nearly all actives have a fitted effect of over 65% in size
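Rat TrxR1 (90 nM in the dispensed reagent) was pre-reduced with 400 uM NADPH for 5 min at room temperature, then incubated with compound for 15 min. After 400 uM selenite was added, NADPH fluorescence (Ex 340/Em 450 nm) was followed for 8 min.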
An asterisk follows results filed as active; i = inactive; ? = inconclusive; . = not tested or not shown; & = joins results of further samples; [ ] = dose if it differs, or a comment. Unless noted, calls follow the shape of the dose curve; as a rule, active = well fitted curve in the direction sought with a large enough effect; inconclusive = small, poorly fitted or top-dose-only effect, or another doubt; inactive = no such curve, though single readings can be large; an effect the other way counts as inactive or inconclusive. Only part of the results is shown, so the mix of outcomes need not match the whole.

Every second line gives: GLS inhibitor	Pin1 inh	USP1-UAF1 inh	PGK inhibitor	IDH1 R132H inh	TrxR1 substrate	PI4K2A inh	HP1b chromo inh	rTrxR1 inhibitor
1) Cc1nc(CN2CCN(S(=O)(=O)c3c(Cl)cc(Br)cc3Cl)CC2)cs1
  1%	0%	-23%	10%	5%	2%	-1	0%	6%
2) CCCCCCn1c(SCC(=O)c2c(N)n(C)c(=O)n(C)c2=O)nc2ccccc21
  0%	-4%	-13%	-2%	1%	-5%	9	29%	1%
3) CCN(CC)CCCNC(CC(=O)Nc1cccc([N+](=O)[O-])c1)C(=O)O (centres undefined)
  -1%	-13%	-6%	i	9%	-10%	3	22%	-16%
4) COc1cccc(COC(=O)c2nn(-c3ccccc3)nc2N)c1
  5%&1%	?	-5%&-22%	-1%&-4%	-13%&5%	-1%&136%	1&1	26%&67%	20%&-20%
5) O=C(CCCN1C(=O)/C(=C/c2ccc(F)cc2)SC1=S)Nc1ccc(C(=O)O)cc1
  3%	.	4%	-3%	2%	.	0	.	.
6) Cc1cccc(C(=O)NCCCNC(=O)c2cccc(C)c2)c1
  -3%	-3%	-15%	4%	0%	11%[57.1 µM]	2	5%	12%[57.1 µM]
7) Cc1ccc(Cl)cc1N1CCN(S(=O)(=O)c2ccc3[nH]c(=O)ccc3c2)CC1
  -3%	-1%	-15%	i	9%	6%[57.1 µM]	5	37%	23%[57.1 µM]
8) Cc1nn(C)c(C)c1NC(=O)Nc1ccc(Cl)c(Cl)c1
  4%	-7%	-13%	8%	1%	8%[57.1 µM]	1	15%	19%[57.1 µM]
9) Cc1ccc(OCC(=O)NN=C2c3ccccc3-c3ccccc32)cc1
  -15%	-10%	-16%	-2%	11%	6%	3	-9%	30%
10) O=C(/C=C/c1ccc2c(c1)OCO2)c1ccc(F)cc1
  0%	-5%	?	2%	-8%	-4%	0	59%[activator]	-18%[57.1 µM]
11) O=C1Nc2ccccc2C1=NN1CCCCCC1
  -3%	-1%	-13%	-6%	2%	-6%	2	-11%	8%[57.1 µM]
12) CC(C)(C)c1ccc(OCCCC(=O)Nc2ccc(S(N)(=O)=O)cc2)cc1
  5%	1%	?	-7%	-5%	5%[57.1 µM]	5	10%	8%[57.1 µM]
13) CCN(CC(=O)Nc1cc(Cl)ccc1C)C(=O)Cc1ccsc1
  -1%	3%	-19%	-2%	-11%	1%	-2	26%	28%
14) COC(c1ccccc1)c1nnc(CCC(=O)NCc2ccc3ncccc3c2)o1 (centres undefined)
  15%	-2%	-4%	-6%	2%	-1%[57.1 µM]	-3	10%	18%[57.1 µM]
15) Cc1cc(C)c(-n2nnnc2SCC(=O)c2cc3ccccc3o2)c(C)c1
  -17%	?	2%	-7%	2%	5%[57.1 µM]	-3	13%	4%[57.1 µM]
16) CN1CCN(c2ccc(Cl)cc2NC(=O)c2cccc(S(=O)(=O)N(C)C)c2)CC1
  -2%	0%	-21%	-11%	-3%	-1%	-1	14%	6%
17) CC(C)(C)c1ccc(NC(=O)CN2C(=O)NC(C)(C3CC3)C2=O)cc1 (centres undefined)
  4%	0%	-4%	-6%	-3%	-5%	-4	18%	6%
18) NC(=O)c1ccc(N2CCN(c3ccccc3F)CC2)c([N+](=O)[O-])c1
  -1%	2%	-7%	i	4%	-10%[57.1 µM]	0	20%	28%[57.1 µM]
19) Cc1ccccc1NC(=S)NC(=O)/C=C/c1ccco1
  11%	?	-5%	-12%	5%	5%	-25	?	16µM*
20) Cc1ccc(OCC(=O)NCCNC(=O)c2ccncc2)cc1
  -15%	-3%	-16%	4%	-5%	5%	0	0%	20%
21) CCCOC(=O)Nc1nc2ccccc2o1
  1%	?	-8%	2%	-1%	1%	-5	10%	4%
22) CC(C(=O)NCC1CCCCC1)N1CCN(S(=O)(=O)c2cccs2)CC1 (centres undefined)
  7%	0%	3%	4%	-1%	-8%	0	13%	-7%
23) CS(=O)(=O)N(CC(=O)NC1CCCC1)c1ccc(Oc2ccccc2)cc1
  -6%	-1%	-20%	-5%	9%	0%	0	54%[activator]	3%
24) CSc1nnc(Cc2ccc3c(c2)OCO3)o1
  -14%	0%	-17%	-5%	5%	9%[57.1 µM]	0	45%[activator]	10%[57.1 µM]
25) CSc1nc(NCCN(C)C)c2sc3nc(-c4ccco4)c4c(c3c2n1)CCC4
  -19%	1%	-24%	-8%	1%	12%[57.1 µM]	-4	?	33%
26) CCc1ccccc1NC(=O)c1cc(=O)c2ccccc2o1
  2%	-8%	-1%	.	5%	4%	4	20%	28%
27) Cc1cc(C=O)sc1[B-](F)(F)F
  2%	-4%	-7%	-6%	-6%	-7%	0	24%	-4%
28) OCCC1CN(Cc2ccc(Oc3ncccn3)cc2)CCN1C1CCCCC1 (centres undefined)
  8%	1%	-24%	i	6%	9%	-3	34%	37%
29) CCn1c(SCC(=O)N2CCCC2=O)nc2ccccc21
  -3%	.	-8%	7%	-5%	.	-3	.	.
30) COc1ccc(C(=O)OC(C)C(=O)NCC2CCCCC2)cc1S(=O)(=O)N1CCOCC1 (centres undefined)
  0%	-2%	-23%	-7%	-1%	2%	-5	37%[activator]	9%

Additional records follow:
Every second line gives: GLS inhibitor	Pin1 inh	USP1-UAF1 inh	PGK inhibitor	IDH1 R132H inh	TrxR1 substrate	PI4K2A inh	HP1b chromo inh	rTrxR1 inhibitor
31) O=C(NCc1ccco1)c1nn(-c2ccccc2)c(=O)c2ccccc12
  -7%	2%	-7%	-1%	4%	-1%	-1	28%	3%
32) COC(=O)[C@H](Cc1ccc(O)cc1)NC(=O)Cn1cnc2c(NCc3ccccc3)ncnc21
  30%[activator]	0%	-16%	1%	-9%	0%	-2	12%	14%
33) O=C(NS(=O)(=O)c1ccccc1[N+](=O)[O-])c1ccccc1
  -3%	0%	-11%	-1%	8%	1%	4	45%[activator]	12%
34) CCc1ccc([C@@H]2CC=C(C(=O)O)[C@H](c3ccc(C)cc3)N2S(=O)(=O)c2ccc(C)cc2)cc1
  34%[activator]	?	-12%	-1%	-4%	-1%	-4	0%	1%
35) COc1ccc(CNS(=O)(=O)c2cc(C(=O)Nc3cc(Cl)cc(Cl)c3)ccc2F)cc1
  4%	3%	-19%	i	1%	-7%[57.1 µM]	-3	26%	20%[57.1 µM]
36) CN1C(=O)COc2ccc(C(=O)c3ccccc3C(=O)O)cc21
  -4%	1%	-16%	-8%	-8%	-2%[57.1 µM]	2	36%	9%[57.1 µM]
37) COc1cccc(Cn2c(NCC(C)C)nc3c2c(=O)n(C)c(=O)n3C)c1
  3%	-12%	-18%	i	8%	10%	-1	-1%	18%
38) O=C(CNC(=O)c1ccccc1F)NCc1cccnc1
  27%	-8%	-1%	8%	3%	4%	5	24%	12%
39) CN(C)CCOC(=O)CC12CC3CC(C1)CC(CC(=O)OCCN(C)C)(C3)C2
  2%	1%	-1%	-7%	3%	4%	-1	24%	27%
40) O=C(NCCC(=O)N(Cc1ccco1)Cc1cccs1)c1ccc(Br)cc1
  3%	4%	-23%	9%	-4%	5%	2	24%	15%
41) O=C(Cn1nc(C(=O)O)c2ccccc2c1=O)Nc1ccc(F)cc1F
  -11%	65%[activator]	-25%	-5%	-4%	1%	4	21%	7%
42) COc1ccc(-n2nc(C(=O)NCC(=O)NCCCN3CC(C)CC(C)C3)c3ccccc3c2=O)cc1OC (centres undefined)
  5%	9%	?	7%	-10%	3%	0	25%	1%
43) Cc1ccc(CNC(=O)c2ccc(N3CCC4(CC3)CC(c3ccccc3)=NO4)c(NC(=O)c3cccc(C)c3)c2)cc1
  0%	10%	-16%	-6%	5%	15%	-1	31%	8%
44) Cc1onc(-c2ccccc2Cl)c1C(=O)N1CCCc2ccccc21
  -1%	-3%	-11%	.	7%	7%	1	13%	21%
45) Cc1ccc(C)n1-c1nnc(N2CCCC(C(=O)NCc3cccc(F)c3)C2)s1 (centres undefined)
  4%	4%	-2%	1%	0%	-7%	-3	18%	?
46) CC(C)(COC(=O)Nc1ccccc1)COC(=O)Nc1ccccc1
  10%	-9%	-15%	-5%	2%	-8%	2	33%	15%
